b-catenin transl: alters nuclear translocation of beta-catenin in HeLa cells; 0.3% of 190,000 active; AID 1665; nuclear translocation activity, % at 5 µM; immunofluorescence imaging;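 active means nuclear translocation activity above 50% at 5 µM, with a well cell count of 50 or more; inconclusive means wells under 50 cells across six images, flagged as toxic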;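 further: per-cell ratio of nuclear to cytoplasmic median beta-catenin stain intensity; plate controls were DMSO negative control for no effect and GSK-3 inhibitor IX positive control for full effect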
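Test system: human HeLa cells, endogenous beta-catenin. Times: 24 h compound exposure, 37°C. Measured by: beta-catenin immunofluorescence imaging with DAPI.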
West Nile virus CPE: inhibition of WNV-induced cytopathic effect – cell-based, CPE readout (AID 1621); West Nile virus-infected cells, CPE inhibition; higher % means a stronger effect; CPE inhibition, % at 10 µM; hits with a dose series show IC50 in µM; 0.02% of 290,000 active; in the data active means a potency from the dose series; inconclusive means CPE inhibition mostly from about 3.7% at the one dose, without a potency; inactive means the rest, 99 in 100 with CPE inhibition below about 2.2%; further: strong numbers were not always called active
Ins promoter up: MIN6 insulin promoter up-regulation; MIN6 insulin promoter-GFP reporter, high-content imaging; hits give high values; z-score at 5 µM; 0.3% of 190,000 active;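 active means z-score above 3 at 5 µM with at least 500 cells counted in the well; inconclusive means wells under 500 cells, flagged as cytotoxic or low count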
Hep lipid drop: hepatic lipid droplet formation modulation; AML12 mouse hepatocytes, oleate lipid droplets, BODIPY imaging; inhibition, % at 6.5 µM; 0.4% of 240,000 active; AID 1656;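 active means lipid droplet intensity inhibited by at least 50%, with more than 500 cells counted; inconclusive means wells with under 300 cells, treated as cytotoxic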
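System: AML12 hepatocytes (mouse). Probe or stimulus: oleic acid at 100 µM to induce lipid droplet formation. Times: overnight treatment with compound plus oleate. Detection: Image-based BODIPY and DAPI two-channel analysis. Evaluation: percent inhibition of filter-corrected integrated lipid droplet intensity per well.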
MT stabilize HCS: microtubule stabilizers in HeLa cells; AID 2205; 0.83% of 200,000 active; % tubulin-high responders, % at 10 µM; HeLa tubulin immunostaining HCS, 24 h; share of cells brighter than vehicle mean+2SD;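 active means plate Z-score above 3 for both tubulin-high and condensed-nucleus cell shares, with cell loss under 80%, at 10 µM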;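 further: anti alpha tubulin signal scored within the nucleus-defined area of each cell; some results filed as inactive read as strong as hits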
Autophagy HCS: modulators of autophagy; MEF GFP-LC3 puncta imaging; test concentration mostly 10 µM; calls only at 10 µM (by protocol); 0.98% of 190,000 active;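 active means percentage of spot-positive cells more than 3 SD above its plate mean, without a fluorescence outlier flag or 80% toxicity; inconclusive means no clear call, values can overlap the other calls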;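 further: spot-positive cell cutoff set from DMSO-treated cells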
Myeloid diff MLP: compounds promoting myeloid differentiation; 1% of 360,000 active; calls only at 10 µM; ER-HoxA9 myeloid progenitors, lysozyme-GFP differentiation, flow cytometry;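 active means normalized GFP-positive differentiation at or above the plate's own cutoff, the solvent-only control mean plus 3 SD; inconclusive means no clear call, values can overlap the other calls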;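 further: cells exposed to compound for four days before flow analysis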
T cell modulator: T cell immune modulation candidate; 0.068% of 330,000 active; calls only at 7 µM; 2C CD8+ T cell-vesicle binding, flow cytometry; hits give low values; AID 2052;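 active means response, share of CD8 T cells binding vesicles, and their 90th percentile fluorescence all below set limits, cut at about 80% in these data, passing the limit was not always enough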
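Test system: purified 2C TCR transgenic mouse naive CD8+ T cells. Probe or stimulus: QL9-peptide-loaded Drosophila micro-vesicles bearing Ld, ICAM-1 and B7-1. Incubation: binding step 1.5 h, 37 °C, antibody labelling 20 min, ice. Measured by: flow cytometry of vesicle-bound cells.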
WT yeast gro inh: growth inhibition of WT yeast, mitochondrial fusion screen. inhibition, % at 10 µM. AID 1362. 2.1% of 190,000 active. mitochondrial fusion phenotypic screen, WT strain; in the data active means inhibition above about 58%; tested in S. cerevisiae
WT yeast gro inh mutant strain: also measured in WT yeast gro inh; calls as there; inhibition, %; mitochondrial fusion phenotypic screen, mutant strain inhibition
Ins promoter up cell count: also measured in Ins promoter up; calls as there; cell count; measured here: cytotoxicity, nuclei count;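 total cells summed across four imaged fields per well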
Hep lipid drop cells 6.5 µM: further read-out of Hep lipid drop, marked with its call; cell count; measured here: cell count, cytotoxicity flag;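 cells counted across two imaged fields per well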
b-catenin transl cell count 5 µM: further read-out of b-catenin transl, marked with its call; cell count; measured here: cell count, cytotoxicity flag
T cell modulator vesicle-bound %: further read-out of T cell modulator, marked with its call; double positive events, %; measured here: CD8+ vesicle-bound cell fraction;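 binding gate set so that unloaded-vesicle control wells show 10% double positive cells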
MT stabilize HCS Hoechst-high %: also measured in MT stabilize HCS; calls as there; % Hoechst-high responders; measured here: nuclear condensation Hoechst responders;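 share of cells brighter than vehicle mean plus two SD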
MT stabilize HCS cytotoxicity %: second read-out of MT stabilize HCS, no call of its own (marks repeat the call); toxicity, %; measured here: cytotoxicity by cell density;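 0% = mean cell density of plate MIN control wells and 100% = no cells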
Autophagy HCS cell loss 18 h: further read-out of Autophagy HCS, marked with its call; toxicity, %; measured here: cell loss, nuclei count;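 cell loss after 18 h compound exposure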
Myeloid diff MLP GFP+ MAC1+ %: further read-out of Myeloid diff MLP, marked with its call; GFP+ MAC1+ double positive, %; measured here: differentiation confirmed by MAC1 staining
* marks the source's active call; other numbers are inactive results; i = inactive; ? = inconclusive; / = not tested or not shown.

SMILES	b-catenin transl	b-catenin transl cell count 5 µM	West Nile virus CPE	Ins promoter up	Ins promoter up cell count	Hep lipid drop	Hep lipid drop cells 6.5 µM	MT stabilize HCS	MT stabilize HCS Hoechst-high %	MT stabilize HCS cytotoxicity %	Autophagy HCS	Autophagy HCS cell loss 18 h	Myeloid diff MLP	Myeloid diff MLP GFP+ MAC1+ %	T cell modulator	T cell modulator vesicle-bound %	WT yeast gro inh	WT yeast gro inh mutant strain
Cc1ccc(-c2nc3ccccc3s2)cc1NC(=O)c1ccc2c(c1)OCO2	-3.3	981	2.1%	-0.63	1560	/	/	2.7	2.6	7.5	i	-31.2	i	4.9	i	29.0	4.9	-6.9
O=C(CCN1C(=O)c2ccccc2C1=O)Nc1ccc(S(=O)(=O)NC2=NCCCCC2)cc1	-1.7	1496	-0.4%	0.86	1281	/	/	3.6	1.2	9.4	i	16.2	i	0.9	i	36.5	-18.4	-18.1
COc1ccc(C(=O)c2cn[nH]c2-c2ccc(C)cc2O)cc1	/	/	0.2%	/	/	-4.2	827	/	/	/	/	/	i	0.4	i	58.9	/	/
C/C(=N\Nc1cc(C(F)(F)F)ccc1Cl)c1ccncc1	/	/	-0.8%	/	/	9.1	805	/	/	/	/	/	i	0.1	i	24.3	/	/
CCCc1cc(C(=O)Nc2cccc(Cl)c2)no1	-2.8	1134	-0.1%	-0.09	2137	-17.3	531	1.8	1.9	4.9	i	3.0	i	1.9	i	18.5	16.1	7.2
CC1CCc2sc(C(=O)Nc3ccc(N4CCOCC4)cc3)cc2C1 (stereo unspecified)	-1.5	1083	0.6%	-0.44	1243	8.5	661	2.3	2.7	7.2	i	31.8	i	0.1	i	26.3	10.2	4.7
Cc1cc(C)c(C)c(S(=O)(=O)NNC(=O)c2cccc(S(=O)(=O)N3CCOCC3)c2)c1C	/	/	-0.3%	-1.38	1454	5.5	647	3.5	2.6	4.5	i	-8.0	i	0.6	i	40.2	-3.7	-5.0
O=C(/C=C/c1ccccc1Cl)c1ccc[nH]1	/	/	3.0%	0.27	1259	-6.4	711	3.7	3.0	4.7	i	6.4	i	2.4	i	27.5	9.8	12.3
Cc1nn(-c2ccccc2)c(Cl)c1C1C(C#N)=C(N)OC2=C1C(=O)CCC2 (stereo unspecified)	-3.3	807	2.4%	1.15	1113	/	/	3.8	1.8	3.9	i	-5.6	i	0.7	i	47.2	10.3	26.0
Cn1c(SCC(=O)NCc2ccc(F)cc2)nc2ccccc21	3.9	1361	-1.2%	-0.15	1358	/	/	0.9	2.1	11.3	i	6.9	i	1.0	i	21.6	-21.7	10.4
CC1=C(C(=O)OCc2ccc3c(c2)OCO3)C(c2ccccc2)NC(=O)N1 (stereo unspecified)	7.0	1034	1.2%	0.29	1029	/	/	21.6	8.8	48.6	i	4.7	i	1.9	i	7.9	4.8	-2.7
O=C(NCCCN1CCC(Cc2ccccc2)CC1)C1CC(=O)N(C2CCCC2)C1 (stereo unspecified)	-1.5	1148	-0.3%	1.95	1950	0.0	672	7.2	2.6	4.3	i	8.5	i	1.5	i	46.5	-10.2	-2.7
CCn1c(SCC(=O)Nc2ccc(C(C)=O)cc2)nc2nc3c(cc2c1=O)COC(C)(C)C3	1.3	1328	0.1%	0.15	1065	16.0	713	/	/	/	/	/	i	0.4	i	31.0	/	/
O=C(O)c1cccc(Nc2nc(N3CCOCC3)nc(N3CCOCC3)n2)c1	/	/	0.6%	/	/	-2.5	743	1.8	2.7	27.2	i	1.3	i	0.4	i	29.9	12.2	20.3
CCN1CCCC1CNCc1ccccc1OCc1ccc(F)cc1 (stereo unspecified)	-5.0	1233	-1.0%	0.08	998	-2.6	804	1.8	1.1	3.2	i	-1.2	i	1.2	i	25.1	3.5	11.0
COc1ccc2oc3cc(C)[n+]([O-])c(-c4ccc(Br)cc4)c3c2c1	-1.2	1084	-1.3%	-0.29	1442	11.0	617	4.7	2.1	3.0	i	8.3	i	1.3	i	39.0	17.8	12.2
Cc1ccc2nc(-c3ccc(-c4ccccn4)s3)cn2c1	0.0	1281	-0.1%	-0.22	910	3.3	667	/	/	/	/	/	i	0.1	i	37.3	/	/
Cc1cc(C)c(S(=O)(=O)N2CCCOC2CNC(=O)C(=O)NCc2ccccn2)c(C)c1 (stereo unspecified)	-5.6	1095	0.4%	-0.13	1652	-20.9	652	5.5	2.3	8.1	i	-9.0	i	0.2	i	67.5	-2.7	-2.9
COc1ccc([N+](=O)[O-])cc1NC(=O)C(C)OC(=O)/C=C/c1ccco1 (stereo unspecified)	0.2	540	-0.7%	0.93	1312	17.3	652	2.3	2.4	9.4	i	-5.6	i	1.2	i	36.6	-16.5	7.9
CC(=O)c1ccc(NC(=O)CSc2nc(N3CCOCC3)nc(N3CCOCC3)n2)cc1	/	/	1.0%	/	/	-0.8	852	/	/	/	/	/	i	0.5	i	5.7	/	/
CC1CC(C)CN(CC(C)(C)NS(=O)(=O)c2ccccc2)C1 (stereo unspecified)	-5.7	946	-0.5%	-0.29	1193	/	/	1.8	1.6	5.0	i	3.9	i	0.8	i	15.7	11.2	28.7
CCOc1cccc(C(=O)N(Cc2cccc(F)c2)C2CCS(=O)(=O)C2)c1 (stereo unspecified)	/	/	-0.8%	/	/	2.0	750	/	/	/	/	/	i	2.4	i	10.1	/	/
O=C(CC1CCCCC1)NCCOc1ccccc1	/	/	-0.1%	-0.69	1442	-27.6	597	3.1	1.3	6.7	i	-3.4	i	0.9	i	23.4	-3.4	-3.7
Cc1cc(N2CCCCC2C)nc(-c2ccccc2O)n1 (stereo unspecified)	2.1	1306	-0.3%	0.17	926	0.8	614	/	/	/	/	/	i	0.0	i	51.2	/	/
COc1ccc(CCN(C)C2CC(=O)N(c3ccccc3)C2=O)cc1OC (stereo unspecified)	-1.0	1343	0.1%	0.99	1051	-2.4	719	/	/	/	/	/	i	1.0	i	46.4	/	/
CCOc1cc(/C=C/C(=O)c2ccc(C)cc2)ccc1OCC(=O)N(C)C	/	/	-1.8%	-0.51	1274	7.1	636	6.9	13.5	18.4	i	26.9	?	/	i	10.6	-24.7	-28.6
Nn1c(=O)c2ccccc2n2c(SCc3ccc(C(F)(F)F)cc3)nnc12	-6.9	1205	-0.7%	-0.28	935	-1.0	784	2.0	0.8	8.1	i	28.7	i	0.3	i	33.5	-19.3	-5.7
COc1ccccc1NS(=O)(=O)c1ccc2oc(SC)nc2c1	/	/	-1.8%	/	/	0.7	852	/	/	/	/	/	?	/	i	18.2	/	/
CN(C)CCCN(Cc1ccc2c(c1)OCO2)C(=O)NC1CCCCC1	0.0	1236	-0.9%	-0.08	1406	-28.1	681	/	/	/	/	/	i	0.5	i	27.7	/	/
COc1cc(C(=S)N2CCOCC2)ccc1OS(=O)(=O)c1ccc(Cl)cc1	/	/	-2.2%	/	/	-5.1	821	/	/	/	/	/	i	0.5	i	64.6	/	/
N#CCSc1nnc(-c2ccc(S(=O)(=O)N3CCOCC3)cc2)n1CC1CCCO1 (stereo unspecified)	-6.8	988	-0.3%	0.05	1390	/	/	1.5	1.7	2.7	i	-3.7	i	2.0	i	42.7	-42.8	-17.5
CC(C)Cc1cc(CN2CCC(CO)(Cc3ccccc3)CC2)[nH]n1	-0.3	1355	-0.1%	0.49	969	16.7	739	/	/	/	/	/	i	0.9	i	44.1	/	/
CC(C)(C)n1nnnc1C(c1cccc(C#N)c1)N1CCC(Cc2ccccc2)CC1 (stereo unspecified)	0.1	1063	-0.4%	-2.85	780	-54.6	658	4.6	2.5	8.4	i	-4.7	i	7.2	i	24.8	16.9	-2.4
CNc1ccccc1NC(=O)C1CCCN1C(=O)OCc1ccccc1 (stereo unspecified)	/	/	0.2%	/	/	-1.0	701	/	/	/	/	/	i	0.5	i	12.4	/	/
CCc1ccc2c(c1)c(N=NC1=NC(=O)CS1)c(O)n2C	1.2	742	/	-0.3	1531	/	/	2.6	1.4	6.3	i	8.4	i	1.5	i	43.1	-8.2	-4.5
Cc1nnsc1C(=O)N/N=C/c1ccccc1	-1.0	965	0.1%	1.19	1493	10.5	716	4.9	3.4	2.8	i	-5.8	i	0.2	i	56.6	-7.8	6.2
COc1ccc(OC)c(S(=O)(=O)NCC2CCCO2)c1 (stereo unspecified)	-5.4	924	0.2%	-0.09	1571	/	/	9.5	1.2	4.8	i	6.4	/	/	i	10.7	-2.3	-3.6

Rows were taken by chance. Share with any hit: about 3.9%.
